Assay outcomes as filed in PubChem.
TDP-43 yeast inh: qHTS of TDP-43 Inhibitors; TDP-43 expressing yeast growth rescue, BacTiter-Glo, 24 h; Potency, µM (highest dose often 46.1 µM), for the others: at the top dose growth rescue (activation), hits mostly activators; actives 1.8% (n = 410,000); AID 652104, 2013; note: % of control where 0% means no effect; nearly all actives have a fitted effect of over 50% in size
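In this qHTS, compounds that restore growth of yeast expressing TDP-43 appear as activators. Cells (OD600=0.02, galactose medium, raffinose-pregrown) are incubated with compound 24 hr at 30 deg C and growth is quantified by BacTiter-Glo.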
SW480 rerep: A quantitative high throughput screen for small molecules that induce DNA re-replication in SW480 colon adenocarcinoma cells; actives 1.8% (n = 340,000); SW480 DNA re-replication, Hoechst DNA content imaging, 48 h; AID 624297, 2012; Potency, µM (doses to about 46.1 µM), for the others: top-dose re-replication activation, usual class: activators; note: % of control where 0% means no effect; nearly all actives have a fitted effect of over 55% in size
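Compounds, transferred as 23 nL by pin tool, were incubated with cells for 48 hr; DNA content per nucleus was then quantified by Hoechst staining and fluorescence plate imaging.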
KB-V1 MDR tox: qHTS assay for MDR1-selective chemotherapeutics: Primary screen using the drug-selected MDR subline cells KB-V1; KB-V1 MDR cells viability, CellTiter-Glo, 72 h; Potency, µM (series often up to 46.1 µM), without a hit: at the top dose activity change, negative = cytotoxicity, most hits filed as cytotoxic; AID 1347076, 2019; actives 3.4% (n = 400,000); note: % is set by controls: 0 for no effect and ±100 for the full control effect; nearly all actives have a fitted effect of over 60% in size
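KB-V1 MDR subline cells in DMEM (phenol-red free, 10% FBS) exposed to compounds in qHTS concentration series for 72 h at 37 degrees C. Viability read by CellTiter-Glo luminescence; concentration-effect curves fitted after normalization and correction.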
HT1080 IDH1KD tx: qHTS for induction of synthetic lethality in tumor cells producing 2HG: qHTS for the HT-1080-IDH1KD cell line; HT-1080 IDH1 knockdown viability, ATP luminescence, 48 h; Potency, µM (doses to about 46.1 µM), for inactives: at the highest dose activity, negative = toxicity, actives largely listed as cytotoxic; actives 2% (n = 360,000); AID 686971, 2013;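 note: 0% = DMSO wells and -100% = cell-free medium wells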
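HT-1080-IDH1KD cells (IDH1 knocked down), 750/well in RPMI with 5% FBS, treated with compound 48 h at 37 degrees C. Viability by CellTiter-Glo luminescence, normalised to DMSO and no-cell wells; concentration-response curves classed.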
HT1080NT lethal: qHTS for induction of synthetic lethality in tumor cells producing 2HG: qHTS for the HT-1080-NT fibrosarcoma cell line; HT-1080-NT fibrosarcoma viability, CellTiter-Glo ATP luminescence, 48 h; Potency, µM (titrated, usually from 46.1 µM), inactives show at the top dose activity, negative = less viability, usual class: cytotoxic; actives 1.6% (n = 360,000);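 note: NT is the 2HG producing partner of a matched IDH1 knockdown line; 0% = DMSO-treated cells and -100% = media-only wells without cells; nearly all actives have a fitted effect of over 55% in size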
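Viability of the 2HG-overproducing fibrosarcoma line after 48 hours of compound exposure at 37 degrees C was determined by luminescence with CellTiter-Glo, and concentration-effect curves were then fitted and categorized.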
GLP1R cytotox: qHTS of GLP-1 Receptor Inverse Agonists: Cytotox Screen; AID 624418, 2012; actives 0.13% (n = 410,000); HEK293 cAMP-luciferase reporter cells, luminescence, 24 h; Potency, µM (series often up to 38.3 µM), inactives show at the highest dose activity change, negative = inhibition, hits mostly inhibitors;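 note: loss of luciferase light is scored as toxicity; % is set by controls: 0 for no effect and ±100 for the full control effect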
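To flag toxic compounds, the library was rerun on cells for 24 hr at 37 deg C and 5% CO2. Viability-linked luminescence was captured 12 min after adding luciferase detection reagent.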
GLP-1R agonist: qHTS of GLP-1 Receptor Agonists | AID 624172, 2012 | Potency, µM (titrated, usually from 45.6 µM), for the others: at the top dose activation, actives largely listed as activators | actives 0.007% (n = 380,000) | HEK293 GLP-1R CRE-luciferase, luminescence, 4-6 h; cells express a hypersensitive GLP-1R form; note: % of control where 0% means no effect
Target sequence (P43220 whole entry, looked up): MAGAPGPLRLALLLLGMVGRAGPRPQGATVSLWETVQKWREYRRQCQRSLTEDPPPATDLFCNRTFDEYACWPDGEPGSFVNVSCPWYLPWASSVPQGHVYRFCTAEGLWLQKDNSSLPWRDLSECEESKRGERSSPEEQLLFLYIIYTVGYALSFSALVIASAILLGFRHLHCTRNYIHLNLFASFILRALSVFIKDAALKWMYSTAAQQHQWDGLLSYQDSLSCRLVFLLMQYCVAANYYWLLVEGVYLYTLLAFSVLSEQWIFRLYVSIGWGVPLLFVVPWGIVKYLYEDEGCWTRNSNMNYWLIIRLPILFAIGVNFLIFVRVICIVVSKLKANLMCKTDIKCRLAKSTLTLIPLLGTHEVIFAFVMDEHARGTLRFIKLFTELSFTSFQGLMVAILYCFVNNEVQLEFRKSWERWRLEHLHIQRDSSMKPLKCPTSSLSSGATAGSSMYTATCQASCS
KB-3-1 tox: qHTS assay for MDR1-selective chemotherapeutics: Primary screen using the parental adenocarcinoma cell KB-3-1 | actives 1.4% (n = 400,000) | Potency, µM (top dose mostly 46.1 µM), without a hit: at the top dose activity change, negative = cytotoxic, usual class: cytotoxic | KB-3-1 viability, CellTiter-Glo ATP luminescence, 72 h; note: % is set by controls: 0 for no effect and ±100 for the full control effect; nearly all actives have a fitted effect of over 60% in size
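Here the drug-naive KB-3-1 line serves as comparator for MDR sub-line selectivity; cells received compound titrations, 72 h at 37 °C, then CellTiter-Glo readout.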
GLP-1R inv ag: qHTS of GLP-1 Receptor Inverse Agonists (Inhibition Mode) | Glucagon-like peptide 1 receptor (Homo sapiens), P43220 | HEK293 GLP-1R CRE-luciferase, luminescence, 24 h; GLP-1R form is constitutively active | Potency, µM (top dose mostly 38.3 µM), for the others: top-dose activity change, negative = inhibition, usual class: inhibitors | actives 1.6% (n = 410,000) | AID 624417, 2012; note: % is set by controls: 0 for no effect and ±100 for the full control effect; nearly all actives have a fitted effect of over 55% in size
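Seeding at 200 cells/uL, 12 h culture, 24 hr compound treatment, then luciferase reagent and a luminescence read; cells are HEK293 stably expressing a constitutively active GLP-1R plus cAMP-responsive luciferase.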
The depositor's hits bear a star; ? = inconclusive; . = no result given; [ ] = dose if it differs, or a comment. Calls come from the whole dose curve; as a rule, active = well fitted curve in the direction sought with a large enough effect; inconclusive = small, poorly fitted or top-dose-only effect, or another doubt; inactive = no such curve, though single readings can be large; an effect the other way counts as inactive or inconclusive. Potency is the fitted concentration of half-maximal effect.

Below each SMILES: TDP-43 yeast inh	SW480 rerep	KB-V1 MDR tox	HT1080 IDH1KD tx	HT1080NT lethal	GLP1R cytotox	GLP-1R agonist	KB-3-1 tox	GLP-1R inv ag
CC(C)c1ccc(N2C(=O)CC(Sc3ncn[nH]3)C2=O)cc1 (configuration not stated)
→ -10.7%	?	23.8%	8.1%	6.6%	-10.3%	-12.4%	15.9%	-3.7%
COc1ccccc1CC(=O)Nc1ccc(S(=O)(=O)N2CCCCC2)cc1
→ ?	-3.1%	?	-4.2%	-0.1%	9.6%	5.9%	-5.0%	?
Cc1ccsc1/C=N/Nc1nc(=O)[nH]nc1C
→ -56.9%[inhibitor]	6.51µM*	?	20.6µM*	23.1µM*	?	-0.3%	?	3.55µM*
CN(C)/C=C/C(=O)Oc1ccc(Cl)cc1Cl
→ 9.1%[9.22 µM]	-2.1%	4.4%	-3.6%	-13.1%	-17.9%[7.66 µM]	1.5%	-1.0%	-19.1%[7.66 µM]
Cc1ccc(-c2nc3ccccc3[nH]2)cc1NC(=O)c1sc2ccccc2c1Cl
→ ?	?	2.0%	-6.9%	14.2%	5.7%	?	-8.5%	-19.0%
O=C(O)CN1C(=O)C2C3CC(C2C1=O)C1C(c2ccc(Cl)cc2)c2sc(=O)[nH]c2SC31 (configuration not stated)
→ 0.0%	-0.1%	-7.1%	26.2%	6.7%	5.8%	-5.8%	-0.4%	21.3%
CCc1nnc(SCc2nc(-c3ccccc3F)oc2C)c2cc3sccc3n12
→ -0.4%	.	5.4%	.	.	4.5%	.	13.6%	10.4%
CC(NS(=O)(=O)c1ccc(Cl)cc1)C(c1cccs1)N1CCN(C)CC1 (configuration not stated)
→ 10.0%	-7.2%	?	13.9%	-9.5%	-2.6%	2.5%	0.9%	?
CCCc1cc(=O)n2[nH]c(-c3ccc(OC)cc3)nc2n1
→ -6.3%	-4.1%	12.5%	8.0%	13.1%	-9.9%	-0.7%	0.1%	12.1%
COc1ccc(/C(C)=N\n2cnnc2)cc1
→ 13.9%	-5.5%	36.3%	3.6%	5.7%	-1.2%	0.1%	21.7%	1.8%
O=C(OCC(=O)N1CCCc2ccccc21)c1cccnc1Cl
→ 24.0%	-1.8%	-3.9%	1.1%	10.5%	-19.7%	5.5%	9.6%	1.0%
O=C(O)C1=C[C@@H](c2coc3ccccc3c2=O)C[C@@H](OCc2ccc(CO)cc2)O1
→ 4.3%	-7.7%	36.1%	3.7%	4.8%	-26.0%	3.5%	2.0%	9.8%
Cc1cc(NC(=O)CSc2nc(-c3cccc(F)c3)nc3c2c(=O)n(C)c(=O)n3C)no1
→ 23.3%[9.22 µM]	.	-2.7%	.	.	19.7%	.	4.2%	12.0%
NC(=O)COc1c(-c2ccc(Br)o2)oc2ccccc2c1=O
→ -5.9%	-1.1%	-27.6%	-5.9%	1.1%	30.2%[activator]	8.8%	8.1%	57.2%[activator]
COc1ccc(C)cc1NC(=O)CCCN1C(=O)CCC1=O
→ -5.3%	1.0%	0.0%	-3.2%	14.3%	10.7%	1.2%	3.1%	0.0%
Cc1nc(SCC(N)=O)c([N+](=O)[O-])[nH]1
→ -4.7%	-4.2%	2.0%	10.7%	8.4%	1.5%[7.66 µM]	-0.3%	0.5%	2.1%[7.66 µM]
O=C(Nc1ccc2nn(-c3ccccc3)nc2c1)c1cccnc1
→ 22.2%	-0.4%	3.1%	0.1%	1.1%	-2.4%	-0.3%	5.0%	12.8%
CCOC(=O)c1ccc(N/C(=N\S(=O)(=O)c2ccccc2C)c2ccccc2)cc1
→ 25.1µM*	13.5%	-2.1%	?	?	-16.8%	-0.9%	?	?
N#CCSc1nc2ccccc2c2nc3ccccc3n12
→ 23.8%	-1.4%	?	1.7%	-2.5%	15.7%	0.9%	-5.5%	34.8%
O=C(CCc1ccccc1)Nc1nc2ccc(S(=O)(=O)N3CCOCC3)cc2s1
→ 13.0%	3.6%	-10.6%	-25.2%	-14.6%	14.9%	-15.2%	4.9%	0.5%

Five compounds already listed, ordered by the value under SW480 rerep, falling.
compound	SW480 rerep
O=C(CCc1ccccc1)Nc1nc2ccc(S(=O)(=O)N3CCOCC3)cc2s1	3.6%
COc1ccc(C)cc1NC(=O)CCCN1C(=O)CCC1=O	1.0%
N#CCSc1nc2ccccc2c2nc3ccccc3n12	-1.4%
CCCc1cc(=O)n2[nH]c(-c3ccc(OC)cc3)nc2n1	-4.1%
CC(NS(=O)(=O)c1ccc(Cl)cc1)C(c1cccs1)N1CCN(C)CC1 (configuration not stated)	-7.2%

Next section
Below each SMILES: TDP-43 yeast inh	SW480 rerep	KB-V1 MDR tox	HT1080 IDH1KD tx	HT1080NT lethal	GLP1R cytotox	GLP-1R agonist	KB-3-1 tox	GLP-1R inv ag
COc1ccc(CCNC(=O)c2ccc3c(c2)ncn3-c2ccc(C)cc2C)cc1OC
→ ?	.	0.7%	.	.	-16.1%	.	-6.9%	4.1%
CCOC(=O)c1ccc(S(=O)(=O)N2CCN(CC(=O)NC(=O)NC(C)(C)C)CC2)cc1
→ 21.3%	-0.2%	0.0%	10.3%	0.0%	-3.8%	16.2%	9.5%	0.0%
COc1cc(CN2C[C@@H](CO)O[C@@H](n3cnc4c(NC5CCC5)ncnc43)C2)cc(OC)c1OC
→ 8.4%	.	16.0%	18.8%	6.6%	-2.8%	9.1%	0.0%	11.0%
O=C(O)C1=CCCNC1
→ 18.5%	-5.8%	5.9%	4.5%	13.7%	2.1%	-1.3%	0.0%	9.2%
CSC1=N/C(=C\c2ccc(C)o2)C(=O)S1
→ 0.6%	1.5%	22.9%	-2.6%	0.9%	6.4%	-5.1%	0.2%	-21.9%
CCOCCCNC(=O)C(NC(=O)C1CCC(C)CC1)C(C)C (configuration not stated)
→ 19.6%	.	9.9%	.	.	7.1%	.	-4.0%	11.3%
CCn1c(SCC(=O)NC2CCCCC2)nnc1-c1ccco1
→ 1.3%	-12.0%	?	6.5%	16.7%	-7.9%	20.8%	-14.8%	11.2%
CCN(C(=O)CSc1n[nH]c(-c2ccccc2)n1)c1c(N)n(Cc2ccccc2)c(=O)[nH]c1=O
→ 15.0%	9.7%	16.8%	8.0%	?	4.3%	-2.8%	7.9%	5.3%
COc1ccc(CNC(=O)c2ccc3nc(CCc4ccccc4)oc3c2)c(OC)c1
→ 14.7%	.	14.3%	.	.	1.1%	.	2.8%	-14.8%
COc1cc(/C=N/NC(=O)Cc2cccs2)c([N+](=O)[O-])cc1OC
→ 9.7%	-3.1%	-7.9%	5.7%	9.5%	-19.7%	14.0%	5.3%	26.0%
CCOC(=O)c1ccc(NC(=O)c2ccc(=O)n(Cc3cccc(C)c3)c2)cc1
→ 22.0%	.	?	.	.	9.1%	-7.2%	-3.6%	?
CCC(C)NC(=O)CN1C(=O)CSc2ccc(S(=O)(=O)N3CCCC3)cc21 (configuration not stated)
→ 13.4%	-0.7%	1.2%	18.7%	4.1%	-9.1%	0.9%	12.4%	15.2%
CC[C@@]1(C(=O)OC)N[C@H](CN(C)C(=O)COC)[C@@H]2C(=O)N(C)C(=O)[C@@H]21
→ 10.0%	-13.1%	-7.2%	4.3%	6.5%	-0.2%	-3.8%	1.5%	11.4%
COc1ccccc1NC(=O)CC(=O)Nc1ccccc1OC
→ 2.1%	-3.0%	0.3%	12.7%	0.0%	-2.9%	11.5%	-0.1%	1.5%
COc1cc(C#N)c(NC(=O)CN2CCN(CCO)CC2)cc1OC
→ -3.5%	-31.0%	0.8%	25.1%	7.3%	10.0%	-0.8%	-11.6%	-28.2%
Cc1ccc(OCC(=O)NC(=S)Nc2ccc(Br)cn2)cc1C
→ 14.3%	-17.2%	-3.1%	15.1%	-12.1%	-4.0%	1.1%	8.6%	10.5%
CCN(CC)CCNC(=O)Cn1ncc2ccccc2c1=O
→ -10.3%	-4.9%	21.9%	4.2%	8.1%	-4.6%	7.8%	?	16.4%
Cc1c(OCC(=O)NC(Cc2ccc(Cl)cc2)C(=O)O)ccc2c3c(c(=O)oc12)CCC3 (configuration not stated)
→ 14.3%	-8.0%	-19.0%	3.4%	10.3%	3.6%	0.5%	0.0%	6.4%
Cc1cc(NC(=O)c2ccc(N3CCCC3)c([N+](=O)[O-])c2)no1
→ 0.0%	?	-4.2%	25.8%	29.6%	?	0.5%	?	4.4%
COc1ccccc1S(=O)(=O)Cc1ccc(C(=O)NC(C)c2ccc3c(c2)OCCO3)o1 (configuration not stated)
→ -5.2%	7.8%	-0.6%	0.2%	1.1%	0.8%	10.3%	-0.5%	?
O=C(NC1CCCC1)c1cc(-c2ccc(Cl)c(Cl)c2)on1
→ 24.8%	-27.0%	-16.4%	0.9%	15.2%	-14.8%	8.5%	3.2%	?
COc1cc(OC)cc(C(=O)NCCOC23CC4CC(CC(C4)C2)C3)c1
→ 19.4%	0.9%	-3.4%	-24.2%	-11.8%	0.5%	5.9%	-12.9%	10µM*
Cc1ccc(NC(=O)C2CCCN(C3=NS(=O)(=O)c4ccccc43)C2)c(O)c1 (configuration not stated)
→ 13.4%	-16.6%	11.8%	5.5%	-4.9%	-2.5%	-1.1%	5.8%	-11.4%

Entries above shown as hits in SW480 rerep.
Structure	TDP-43 yeast inh	SW480 rerep	GLP-1R agonist
Cc1ccsc1/C=N/Nc1nc(=O)[nH]nc1C	-56.9%[inhibitor]	6.51µM*	-0.3%
